Source: PubChem BioAssay (National Center for Advancing Translational Sciences (NCATS))
Tb PGK inh: qHTS Assay to Find Inhibitors of Phosphoglycerate Kinase. Phosphoglycerate kinase, glycosomal (Trypanosoma brucei brucei), P07378. PGK/GAPDH coupled, Kinase-Glo luminescence, 60 min. Potency, µM (titrated, usually from 57.5 µM), for the others: at the highest dose activity change, negative = inhibition, usual class: inhibitors. 0.043% of 380,000 active; note: % is set by controls: 0 for no effect and ±100 for the full control effect; nearly all actives have a fitted effect of over 60% in size
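Recombinant glycosomal PGK reaction used 1,3-bisphosphoglycerate generated in-well by GAPDH (100nM final) in 100mM TEA pH 7.6, 5mM MgCl2, 0.01% Tween-20. After 60 minutes at room temperature, ATP was read by Kinase-Glo Plus luminescence end-point.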
BAZ2B block: qHTS Assay for Inhibitors of BAZ2B; AlphaScreen BAZ2B-H3K14Ac peptide displacement; Potency, µM (doses to about 114 µM), for inactives: top-dose activity change, negative = inhibition, most hits filed as inhibitors; 4.4% of 360,000 active; note: % is set by controls: 0 for no effect and ±100 for the full control effect; nearly all actives have a fitted effect of over 60% in size
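Protein-peptide AlphaScreen: BAZ2B 50 nM, b-H3K14Ac 50 nM, 1x PBS pH 7.4 + 0.01% Tween-20. Preincubation 30 min RT; cpd 30 min RT (top 110 uM); beads 20 min RT, light-protected.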
JMJD2A Tudor inh: qHTS Assay for Inhibitors of JMJD2A-Tudor Domain. Lysine-specific demethylase 4A (Homo sapiens), O75164. AlphaScreen JMJD2A-Tudor / H3K4me3 peptide binding. Potency, µM (highest dose often 114 µM), inactives show at the top dose activity change, negative = inhibition, usual class: inhibitors. 4.4% of 390,000 active; note: % is set by controls: 0 for no effect and ±100 for the full control effect; nearly all actives have a fitted effect of over 50% in size
G9a block: qHTS Assay for Inhibitors of Histone Lysine Methyltransferase G9a. G9a H3K9 monomethylation, AlphaScreen, 2 h. Potency, µM (top dose mostly 102 µM), without a hit: at the highest dose activity, negative = inhibition, hits mostly inhibitors. 8.8% of 350,000 active. AID 504332, 2011; note: % is set by controls: 0 for no effect and ±100 for the full control effect; nearly all actives have a fitted effect of over 75% in size
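Using a bead-based AlphaScreen, monomethylated H3K9 product from 2 h room-temperature reactions (G9a 20 nM, peptide 500 nM, SAM 20 uM) was detected with 0.5 ug/mL rabbit anti-H3K9me1 antibody.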
GLS inhibitor: qHTS for Inhibitors of Glutaminase (GLS) | GLS enzymatic activity, qHTS titration | 0.21% of 410,000 active | Glutaminase kidney isoform, mitochondrial (Homo sapiens), O94925 | AID 624170, 2012 | Potency, µM (highest dose often 45.5 µM), for the others: top-dose activity change, negative = inhibition, usual class: inhibitors; note: % is set by controls: 0 for no effect and ±100 for the full control effect
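Two-point fluorescence kinetic (t0, 30 min RT) for hKGA; glutamate detected via glutamate oxidase–HRP–Amplex Red. Substrate: 1 mM L-glutamine solution; buffer 45 mM KH2PO4, pH 8.2.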
Pin1 inh: qHTS Assay to Find Inhibitors of Pin1; Pin1 FP peptide displacement, HiFluor488, 10 min; Potency, µM (titrated, usually from 115 µM), for inactives: top-dose activity, negative = inhibition, actives largely listed as inhibitors; 0.009% of 390,000 active; AID 504891, 2011; active = well fitted inhibition curve with a large enough effect in the polarisation, with a control signal flat, not every such curve was filed as active; inconclusive = small, poorly fitted or top-dose-only effect, or effect the other way, or a change in a side signal; inactive = no such curve, though single readings can be large or run the other way; the % refers to the polarisation; note: % is set by controls: 0 for no effect and ±100 for the full control effect
Pol iota inh: qHTS for Inhibitors of Polymerase Iota. 1% of 390,000 active. Pol iota fluorescent replication assay, 10 min. Potency, µM (series often up to 115 µM), inactives show top-dose activity, negative = inhibition, hits mostly inhibitors. DNA polymerase iota (Homo sapiens), Q9UNA4
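Pol iota at 10 nM preincubated 15 min with compounds at room temperature; reaction started with fluorescent substrate, 50 nM final. Fluorescence read kinetically at 0 and 10 min; buffer-only wells as negative control.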
HP1b binding inh: HTS for Inhibitors of HP1-beta Chromodomain Interactions with Methylated Histone Tails; Chromobox protein homolog 1 (Homo sapiens), P83916; 0.56% of 390,000 active; AID 540317, 2011; Potency, µM (doses to about 114 µM), for the others: at the highest dose activity change, negative = inhibition, actives largely listed as inhibitors; AlphaScreen HP1-beta / biotin-H3K9me3 peptide binding; note: nearly all actives have a fitted effect of over 70% in size; inactives centre near 23
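HP1-beta protein (50 nM final) preincubated 30 min at room temperature with biotinylated H3(1-18)K9me3 peptide (50 nM) in PBS pH 7.4, 0.01% Tween-20, then compound added for 30 min. AlphaScreen streptavidin donor/nickel chelate acceptor beads (10 ug/mL final), 30 min dark, luminescence read.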
BLM inh: qHTS Assay for Inhibitors of Bloom's syndrome helicase (BLM); 0.2% of 350,000 active; AID 2528, 2010; recombinant BLM DNA unwinding, fluorescence dequenching; Potency, µM (top dose mostly 56.1 µM), without a hit: at the top dose activity change, negative = inhibition, usual class: inhibitors;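 note: plate controls were vehicle for no effect and no enzyme for full effect; nearly all actives have a fitted effect of over 35% in size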
* marks the source's active call; other numbers are inactive results; i = inactive; ? = inconclusive; . = no result given; & = joins results of further samples; [ ] = dose if it differs, or a comment. Unless noted, calls come from the whole dose curve; as a rule, active = well fitted curve in the direction sought with a large enough effect; inconclusive = small, poorly fitted or top-dose-only effect, or another doubt; inactive = no such curve, though single readings can be large; an effect the other way counts as inactive or inconclusive. Potency is the fitted concentration of half-maximal effect.

SMILES	Tb PGK inh	BAZ2B block	JMJD2A Tudor inh	G9a block	GLS inhibitor	Pin1 inh	Pol iota inh	HP1b binding inh	BLM inh
C=CC[C@H]1CC(C)=C[C@H](CC=C)N1C(=O)c1cc(COc2ccccc2SC)on1	-1%	3%	38%[activator]	91%	-7%	?	10%	65%[activator]	-14%
Cc1cccc(OCCCC(=O)NC2CCCCC2)c1	6%	12%	-1%	7%	-7%	-7%	65%[activator]	34%	-3%
COc1cc(C2C3=C(COC3=O)OC(C)(C)Oc3cc4c(cc32)OCO4)cc(OC)c1OC (stereo unspecified)	i	.	-8%	.	-1%	-8%	-14%	40%[activator]	.
Cc1cc(Br)ccc1NC(=O)CNC(=O)Cc1ccc(S(=O)(=O)N2CCOCC2)s1	i	9%	-16%	-1%[0.501 µM]	-2%	9%	10%	19%	.
COc1ccc(CNC(=O)C2CC=CCC2C(=O)O)cc1OC (stereo unspecified)	1%	17%	-1%	24%[59 µM]	7%	2%	10%	15%	-2%
CN(CC(=O)O/N=C(\N)c1ccccn1)S(=O)(=O)c1ccccc1	-1%	-36%	?	-7%	3%	0%	24%	13%	1%
CCOc1ccc(N2CC(C(=O)Nc3ccccc3N3CCCC3)CC2=O)cc1 (stereo unspecified)	-4%	?	-29%	.	0%	7%	10%	21%[57 µM]	-2%
O=C(CN1C(=O)NC2(CCOc3ccccc32)C1=O)c1ccc(Cl)s1 (stereo unspecified)	8%	11%	-8%	24%[2.33 µM]	-1%	-3%	15%	18%	.
CCCCCCSc1ccc([C@H]2N[C@@](Cc3ccccc3)(C(=O)OC)[C@H]3C(=O)N(C)C(=O)[C@@H]23)cc1	i	26%	-22%	9%[2.33 µM]	2%	-2%	13%	39%[activator]	.
O=C(Cc1ccccc1F)NNC(=O)c1cccs1	-10%	.	-13%	.	2%	-6%	13%	42%[activator]	.
Cc1ccc(NC(=O)COC(=O)C2CCC(=O)N2)c([N+](=O)[O-])c1 (stereo unspecified)	-7%	31%[activator]	-2%	?	-6%	1%	11%	41%[activator]	0%
O=C(COc1ccccc1O)N1CCN(C(=O)c2ccco2)CC1	4%	1%	-6%	-19%[12.7 µM]	11%	1%	4%	23%	-3%
O=[N+]([O-])c1ccc(O)c2ncccc12	5%	3.5µM*	22µM*	?	7%&3%	1%	41%[activator]	-4%	-10%&-5%
COc1cc(N2CCCC2)c(OC)cc1/C=C(/C#N)c1cccc(Br)c1	-1%	10µM*	18µM*	?	2%	?	84%[activator]	35µM*	-6%
O=C(Nc1ccc(Cl)cc1)c1ccc(OC2CSC2)cc1	3%	4%	6%	1%	2%	2%	8%	25%	0%
O=C(CSC1=NS(=O)(=O)c2cc(F)ccc2N1)NCc1ccc(F)cc1	-8%	5%	-2%	3%	-1%	-3%	-2%	25%	.
COc1ccc(N(CC(=O)Nc2cc(C)ccc2C)S(=O)(=O)c2ccc(OC)c(OC)c2)cc1	4%	4%	-15%	17%[59 µM]	-2%	12%	16%	13%	0%
CC(=O)NC(Cc1ccccc1)C(=O)NC1CCN(C(=O)c2cnccn2)CC1 (stereo unspecified)	-2%	7%	-13%	?	0%	6%	-22%	28%	-4%
CN=C(NC1CCCCC1)c1ccc([N+](=O)[O-])cc1	6%	8%	3%	8%	-1%	-8%	5%	32%	-1%
Cc1cc(OCC(=O)NCCc2c[nH]c3ccccc23)c2c(C)cc(=O)oc2c1	7%	-10%	-31%	-2%[12.7 µM]	-3%	0%	-5%	10%	1%
COc1ccc(CNC(=O)c2cc(C3CC3)nc3c2cnn3C(C)C)cc1OC	2%	11%	-7%	-11%[59 µM]	5%	2%	5%	27%	.
Cc1c(C(=O)NCc2cccc(Br)c2)oc2ccc3c(c12)C(=O)CC(C)(C)O3	.	-6%	-16%	-4%[59 µM]	-2%	31%[activator]	79µM*	8%	-12%
Cc1cc2c(NCC(C)O)ncnc2s1 (stereo unspecified)	i	.	-9%	.	-13%	-13%	45%[activator]	34%	.
O=[N+]([O-])c1ccc(-c2ccc(/C=N/Nc3nc(NCc4ccccc4)nc(N4CCOCC4)n3)o2)cc1	8%	?	-32%	25µM*	2%	?	34%[activator]	-1%	-8%
COc1cccc(CNC(=O)c2cc(=O)[nH]c3ccc(S(=O)(=O)N4CCOCC4)cc23)c1	2%	?	-15%	25%[12.7 µM]	-3%	5%	-12%	18%	.
O=C(Nc1cc(Cl)ccc1Cl)P(=O)(O)c1ccccc1	-1%	.	-3%	.	4%	?	43%[activator]	18%[57 µM]	.
CC1CCCCC1NC(=O)CSc1nnnn1-c1ccccc1 (stereo unspecified)	7%	15%	7%	12%[12.7 µM]	-2%	-9%	17%	41%	1%
Cc1cc(OCC(=O)NCCO)ccc1Cl	-2%	1%	-12%[57.1 µM]	-5%[59 µM]	5%	-3%	22%	47%[activator]	6%
CCCCNc1ccc(C(CC(N)=O)NC(=O)Cc2cccc3ccccc23)cc1[N+](=O)[O-] (stereo unspecified)	5%	15%	-11%	-8%[12.7 µM]	1%	21%	-1%	33%	1%
CN(c1ccccc1)S(=O)(=O)c1ccc(NC(=S)Nc2ccccc2)cc1	3%	-3%	-24%	38%[0.501 µM]	8%	4%	69%[activator]	1%	-1%
Cc1nc(N2CCN(c3ccccn3)CC2)c2c(C)c(C(=O)Nc3c(F)cc(F)cc3Br)sc2n1	1%	-4%	5%	2%	7%	44%[activator]	19%	21%	-9%
CC(=O)Cn1c(N2CCC(Cc3ccccc3)CC2)nc2c1c(=O)[nH]c(=O)n2C	-5%	10%	-7%	3%	-3%	8%	-2%	23%	-3%
CC1CCN(C(=O)c2ccc3c(c2)N(Cc2ccccc2F)C(=O)c2ccccc2S3(=O)=O)CC1	3%	-38%	-21%	-7%[59 µM]	-26%	6%	32%[activator]	18%	-12%
O=C(C1CCN(S(=O)(=O)c2ccccc2[N+](=O)[O-])CC1)N1CCOCC1	-4%	-9%	-4%	4%	-7%	0%	-7%	38%	2%
COc1ccc(N(CC(=O)Nc2ccc(Cl)cc2)S(=O)(=O)c2c(C)n[nH]c2C)cc1	1%	-3%	0%	22%	6%	-3%	-3%	32%	-5%
CSc1ccc(C(=O)C2CCCN(Cc3cccn3-c3cccnc3)C2)cc1 (stereo unspecified)	10%	?	45µM*	?	-2%	6%	14%	?	-5%
CC(=O)c1cccc(NC(=O)CNC(=O)Cc2cccc3ccccc23)c1	5%	.	0%	.	-1%	4%	17%	12%	.
COc1ccc(CCC2(C)NC(=O)N(C(C)C(=O)Nc3ccccc3F)C2=O)cc1 (stereo unspecified)	-9%	9%	4%	13%[59 µM]	-10%	-4%	19%	37%	.
CCOC(=O)c1ccc(N2C(=O)C(O)=C(C(C)=O)C2c2ccc([N+](=O)[O-])cc2)cc1 (stereo unspecified)	-2%	-30%	-9%	.	14%	-10%	5%	21%	0%
CCc1ccc(NC(=O)CCc2c(C)nn(-c3ccc(N4CCCCC4)nn3)c2C)cc1	-7%	-38%[57.1 µM]	?	1%	3%	-1%	-7%	21%	-5%

One compound at a time (already shown).
Results for C=CC[C@H]1CC(C)=C[C@H](CC=C)N1C(=O)c1cc(COc2ccccc2SC)on1 = Tb PGK inh: -1%; BAZ2B block: 3%; JMJD2A Tudor inh: 38%[activator]; G9a block: 91%; GLS inhibitor: -7%; Pin1 inh: ?; Pol iota inh: 10%; HP1b binding inh: 65%[activator]; BLM inh: -14%
Results for CN(c1ccccc1)S(=O)(=O)c1ccc(NC(=S)Nc2ccccc2)cc1 = Tb PGK inh: 3%; BAZ2B block: -3%; JMJD2A Tudor inh: -24%; G9a block: 38%[0.501 µM]; GLS inhibitor: 8%; Pin1 inh: 4%; Pol iota inh: 69%[activator]; HP1b binding inh: 1%; BLM inh: -1%

Next part.
SMILES	Tb PGK inh	BAZ2B block	JMJD2A Tudor inh	G9a block	GLS inhibitor	Pin1 inh	Pol iota inh	HP1b binding inh	BLM inh
Cn1nnnc1SCc1ccc(Cl)cc1	0%	2%	2%	11%	-8%	1%	1%	67%[activator]	-3%
CCOc1ccc(-c2nonc2NC(=O)c2ccco2)cc1	-1%	-2%&-2%	-22%&-13%	-13%[59 µM]	3%&-15%	2%&6%	3%&-14%	28%&20%	1%&1%
CSc1ncccc1C(=O)N1CCCC(Nc2ccc(C)c(C)c2)C1 (stereo unspecified)	-1%	?	-23%	18%[0.501 µM]	10%	-14%	2%	-13%	-3%
CC1(C)Cc2c(ccc3ccccc23)C2=C(C(=O)N3CCCC3)C(=O)C(=O)N21	1%	-22%	-16%	-43%	11%	2%	175%[activator]	24%	-2%
COP(=O)(OC)C(Nc1ccc(Cl)cc1)c1ccccc1 (stereo unspecified)	2%	-2%	-14%	20%	15%	-3%	7%	26%	-9%
CC(C)Oc1ccc(CN2CCCC(CO)(Cc3ccc(F)cc3)C2)cc1 (stereo unspecified)	i	9%	-3%	15%	0%	-1%	38%[activator]	28%	1%
CCCN1CCCc2ccccc21	-2%	?	-35%	22µM*	6%	?	44%[activator]	12%	-6%
N#Cc1cccc(-n2nnnc2-c2ccc3c(c2)OCO3)c1	14%	-2%	-7%	6%[12.7 µM]	13%	0%	?	40%[activator]	-1%
Cc1cccc(C(=O)Nc2ccc(O)cc2)c1	3%	3%	-17%	-5%[59 µM]	34%[activator]	-2%	39%[activator]	36%	-5%
NC(=O)c1cccc(NC(=O)CCCCC(=O)Nc2cccc(C(N)=O)c2)c1	-4%	6%	6%	?	0%	-11%	18%	35%	0%
Cc1cc(Cl)nc2ccc(Cc3ccc4nc(Cl)cc(C)c4c3)cc12	i	-2%	-5%	-6%[59 µM]	0%	-5%	-5%	34%	-3%

Some of the compounds tested; rates above refer to the full screens.
